Insulin prom up – MIN6 insulin promoter up-regulation; MIN6 insulin promoter-GFP reporter, high-content imaging; stronger effect = higher value; z-score at 5 µM; 190,000 compounds, 0.3% hits;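 active = z-score above 3 at 5 µM with at least 500 cells counted in the well; inconclusive = wells under 500 cells, flagged as cytotoxic or low count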
WT yeast gro inh – growth inhibition of WT yeast, mitochondrial fusion screen. mitochondrial fusion phenotypic screen, WT strain. inhibition, % at 10 µM. 190,000 compounds, 2.1% hits. AID 1362; in the data active = inhibition above about 58%; tested in S. cerevisiae
Dynein cargo inh – blocks dynein driven cargo transport along microtubules; z-score, hits read low; 220,000 compounds, 0.47% hits; 3617.4 mouse cells, GR-EGFP nuclear translocation imaging; test concentration mostly 20 µM; stimulated with dexamethasone, 1 µM; stronger effect = lower value;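 active = plate z-score of nuclear minus cytoplasmic receptor signal below a set negative limit, without overly bright fluorescence or cell loss, cut at about -3.5 in these data, passing the limit was not always enough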;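 also: z-score of nuclear minus cytoplasmic ring GR-EGFP intensity difference per well; some compounds called inactive have numbers as strong as hits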
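Buffer or medium: tet-free medium with charcoal-stripped serum / Also added: dexamethasone agonist, 1.0 µM final, for 30 min / Timing: induction 48 h, compound 1 h, agonist 30 min / Measured by: high-content fluorescence imaging after fixation / Read-out: nuclear-to-cytoplasmic GR-EGFP distribution per well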
AID2073 – disruptors of CaV2.2 binding to Mint1 – biochemical, HTRF (AID 2073). HTRF protein-protein interaction, Mint1-CaV2.2; higher % means a stronger effect. inhibition, % at 20 µM; hits with a dose series show IC50 in µM. 290,000 compounds, 0.19% hits; in the data active = inhibition mostly above about 51%, no sharp cut-off; inconclusive = no clear call, values can overlap the other calls; inactive = mostly below about 53%; also: some results filed as inactive read as strong as hits
HIV peptide binding – inhibitors of HIV fusion peptide binding, primary screen, biochemical, uHTS, fluorescence dequenching (AID 1986) | cell-free peptide binding, fluorescence dequenching, 30 min; higher % means a stronger effect | inhibition, % at 20 µM, or IC50 in µM where a hit was titrated | 290,000 compounds, 0.3% hits; in the data active = inhibition mostly above about 52%, no sharp cut-off; inactive = mostly below about 76%; also: some results filed as inactive read as strong as hits
Yfh1-off respiration – enhancers of respiration in Yfh1-depleted yeast, dose response, Friedreich's ataxia, plus single-dose screen (AID 1465). fold induction at 50 µM; hits with a dose series show EC50 in µM. S. cerevisiae Yfh1-off respiration, WST-1 reduction, 72 h; higher fold induction means a stronger effect. 220,000 compounds, 0.074% hits;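 active = fold induction of absorbance versus untreated yeast above a set limit, then at least 30% activation at any dose in follow-up; inconclusive = repeats straddling the limit, or above it without dose testing; inactive = fold induction below the set limit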;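 also: activators that raise dye reduction in frataxin-depleted yeast; strong numbers were not always called active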
bCat nuc transl – beta-catenin nuclear translocation modulation; HeLa beta-catenin nuclear translocation, immunofluorescence imaging; nuclear translocation activity, % at 5 µM; 190,000 compounds, 0.3% hits;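 active = nuclear translocation activity above 50% at 5 µM, with a well cell count of 50 or more; inconclusive = wells under 50 cells across six images, flagged as toxic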;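 also: per-cell ratio of nuclear to cytoplasmic median beta-catenin stain intensity; plate controls were DMSO negative control for no effect and GSK-3 inhibitor IX positive control for full effect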
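Technique: fluorescence imaging of beta-catenin antibody stain plus DAPI / Material: human HeLa cell line / Incubation: compound treatment 24 h, 37°C, 5% CO2 / Read-out basis: % activation of per-cell nuclear versus cytoplasmic median beta-catenin signal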
MT stabilizer – stabilizes microtubules in HeLa cells. HeLa tubulin immunostaining HCS, 24 h; share of cells brighter than vehicle mean+2SD. % tubulin-high responders, % at 10 µM. 200,000 compounds, 0.83% hits. AID 2205;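 active = plate Z-score above 3 for both tubulin-high and condensed-nucleus cell shares, with cell loss under 80%, at 10 µM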;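 also: anti alpha tubulin signal scored within the nucleus-defined area of each cell; some results filed as inactive read as strong as hits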
Autophagy HCS – modulators of autophagy. MEF GFP-LC3 puncta imaging; test concentration mostly 10 µM. calls only at 10 µM (by protocol). 190,000 compounds, 0.98% hits. AID 463193;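 active = percentage of spot-positive cells more than 3 SD above its plate mean, without a fluorescence outlier flag or 80% toxicity; inconclusive = no clear call, values can overlap the other calls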;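 also: spot-positive cell cutoff set from DMSO-treated cells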
WT yeast gro inh mutant strain – further read-out of WT yeast gro inh, marked with its call; inhibition, %; mitochondrial fusion phenotypic screen, mutant strain inhibition
Dynein cargo inh cytoplasmic EGFP – also measured in Dynein cargo inh; calls as there; z-score; measured here: cytoplasmic GR-EGFP intensity; stronger effect = higher value
Dynein cargo inh nuclear GR-EGFP – recorded beside Dynein cargo inh, whose call it bears; z-score; measured here: nuclear GR-EGFP intensity;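 lower value marks the stronger effect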
Dynein cargo inh cell count – second read-out of Dynein cargo inh, no call of its own (marks repeat the call); z-score; measured here: cell count per field
Insulin prom up cell count – recorded beside Insulin prom up, whose call it bears; cell count; measured here: cytotoxicity, nuclei count;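 total cells summed across four imaged fields per well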
bCat nuc transl cell count 5 µM – second read-out of bCat nuc transl, no call of its own (marks repeat the call); cell count; measured here: cell count, cytotoxicity flag
MT stabilizer Hoechst-high % – also measured in MT stabilizer; calls as there; % Hoechst-high responders; measured here: nuclear condensation Hoechst responders;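 share of cells brighter than vehicle mean plus two SD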
MT stabilizer cytotoxicity % – further read-out of MT stabilizer, marked with its call; toxicity, %; measured here: cytotoxicity by cell density;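 0% = mean cell density of plate MIN control wells and 100% = no cells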
Autophagy HCS cell loss 18 h – also measured in Autophagy HCS; calls as there; toxicity, %; measured here: cell loss, nuclei count;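 cell loss after 18 h compound exposure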
Active calls of the source: *; i = inactive; ? = inconclusive; nt = not tested or not shown.

SMILES	Insulin prom up	Insulin prom up cell count	WT yeast gro inh	WT yeast gro inh mutant strain	Dynein cargo inh	Dynein cargo inh cytoplasmic EGFP	Dynein cargo inh nuclear GR-EGFP	Dynein cargo inh cell count	AID2073	HIV peptide binding	Yfh1-off respiration	bCat nuc transl	bCat nuc transl cell count 5 µM	MT stabilizer	MT stabilizer Hoechst-high %	MT stabilizer cytotoxicity %	Autophagy HCS	Autophagy HCS cell loss 18 h
COc1ccc(C(=O)Nc2nc(C)c(C(=O)N(C)C)s2)cc1OC	-0.75	1636	16.2	-0.4	2.82	-0.291	1.5	-0.415	3.5%	-2.3%	i	-0.9	985	2.7	1.5	6.2	i	3.5
Cc1ccc(NC(=O)Cc2nc(CSc3nnc(-c4ccc5c(c4)OCO5)o3)cs2)cc1	-1.01	1211	15.9	26.0	0.306	-0.345	-0.00438	0.3	-0.3%	-1.7%	i	-3.0	1004	1.9	1.1	2.5	i	14.1
COCCCNC(=S)N1CCN(C(=O)c2ccco2)CC1	-0.23	1519	-9.4	20.3	-0.408	-0.197	-0.376	0.0174	-8.6%	0.5%	i	-0.2	1184	3.9	4.5	13.4	i	7.2
CSCCOC(=O)c1[nH]c2c(c1C)C(=O)CC(c1ccco1)C2 (stereo not drawn)	-0.45	1275	-7.9	1.0	-0.452	-0.137	0.0468	-0.397	38.4%	7.9%	i	92.4*	352*	7.9	45.6	48.4	i	46.4
C=CCn1c(N(C)C)nc2c1c(=O)[nH]c(=O)n2C	0.29	768	16.0	5.8	-1.02	-0.802	-0.295	0.666	-8.4%	-1.1%	i	-3.4	1143	nt	nt	nt	nt	nt
Cc1ccc(-c2nnn(CC(=O)N(CCO)C(C(=O)NC3CCCCC3)c3ccncc3)n2)o1 (stereo not drawn)	-0.06	1378	8.7	8.3	0.559	-0.298	0.546	0.0204	4.3%	1.4%	i	-2.2	1130	4.5	2.4	10.0	i	10.4
CNc1nnc(-c2ccc(N(C)C)cc2)s1	nt	nt	-4.8	1.0	-0.866	-0.235	-0.393	0.646	27.4%	1.4%	i	-0.9	1202	2.1	2.3	8.3	i	-11.4
O=C(COC(=O)c1ccccn1)NC1CCCCC1	0.26	1503	23.1	43.5	-1.13	-0.28	-0.346	0.375	-4.5%	-0.9%	i	-2.5	1449	3.6	3.0	4.6	i	7.6
Cc1nn2cc(-c3ccc(Cl)cc3)cnc2c1Br	-0.65	1251	-0.1	17.6	-0.261	-0.318	-0.666	-0.296	25.2%	-0.8%	i	2.0	1110	1.7	1.9	2.3	i	-3.0
CN(C/C=C/c1ccccc1)C1CCCCC1	-0.03	1182	9.5	6.7	-0.241	-0.344	0.152	0.05	-0.2%	-0.6%	i	-0.2	1106	0.2	3.2	7.9	i	24.2
O=C1CSC(c2cn(-c3ccccc3)nc2-c2cc3ccccc3o2)N1Cc1ccccc1 (stereo not drawn)	-1.32	984	30.6	22.5	0.54	-0.262	0.392	0.0339	3.8%	-1.8%	nt	nt	nt	1.9	1.5	13.5	i	22.1
COc1ccc(C2CC(=O)C(C=NCCN3CCN(C(C)=O)CC3)=C(O)C2)cc1OC (stereo not drawn)	-0.25	1137	nt	nt	nt	nt	nt	nt	15.3%	-2.1%	nt	-5.0	949	nt	nt	nt	nt	nt
O=C(NC1CCCCCC1)c1cc(S(=O)(=O)N2CCC3(CC2)OCCO3)ccc1F	nt	nt	21.4	11.8	-0.385	-0.189	-0.278	0.75	2.1%	-0.6%	i	-1.6	532	3.6	2.4	3.0	i	0.4
COc1ccc(N2CCC(CNC(=O)Nc3ccccc3)C2)cc1 (stereo not drawn)	0.68	849	1.2	-7.0	-0.425	-0.267	-0.169	0.275	-65.9%	-2.0%	i	4.1	1130	0.9	1.1	4.0	i	-5.0
CCn1c(SCc2cccnc2)nnc1-c1c[nH]c2ccccc12	-0.16	925	-4.5	-28.6	-0.774	-0.251	-0.304	0.756	-5.3%	1.3%	i	nt	nt	2.9	5.1	5.1	i	8.8
COC(=O)C1=C(C)NC(=O)CC1c1ccccc1 (stereo not drawn)	0.55	1362	-7.1	-6.4	0.594	-0.179	0.161	0.489	5.4%	1.0%	i	-4.4	607	2.5	1.5	2.4	i	-11.8
CCOCCCNC(=O)C(NC(=O)Cc1cccs1)c1ccccc1 (stereo not drawn)	-0.01	1375	2.2	16.4	3.27	-0.309	1.7	-1.84	-4.7%	0.6%	i	0.1	1048	3.1	2.4	9.4	i	20.2
COc1cc2c(C(=O)NCc3ccc4c(c3)OCO4)cn(CC(C)C)c(=O)c2cc1OC	0.43	1829	6.0	-19.4	-0.965	-0.18	-0.342	1.07	?	0.5%	i	1.3	1051	2.3	4.3	5.6	i	4.6
O=C1NC(c2ccc(Cl)c([N+](=O)[O-])c2)Nc2ccccc21 (stereo not drawn)	-0.45	1240	8.0	6.2	-0.465	1.06	0.249	0.466	30.0%	-0.9%	i	-0.3	1090	0.3	3.8	10.5	i	-3.1
O=C(O)CC1CCCC(c2ccccc2)C1=O (stereo not drawn)	0.35	1011	-16.2	-4.5	0.494	-0.206	-0.487	-0.252	4.9%	-1.8%	i	-0.8	1132	2.7	1.8	6.4	i	-3.9
CCN(CC)S(=O)(=O)c1ccc(N2CCOCC2)c(NC(=O)c2cc(=O)[nH]c3ccccc23)c1	-1.19	1195	-16.6	5.1	0.067	0.198	0.555	-0.0588	-7.1%	-0.3%	i	0.0	1174	5.2	3.3	8.2	i	-0.5
CCOC(=O)c1cc(-c2ccccc2)sc1NC(=O)C(C)N1C(=O)c2ccccc2C1=O (stereo not drawn)	-0.44	1508	15.3	7.1	0.125	-0.243	0.0537	0.17	16.5%	4.1%	i	1.4	1127	2.0	2.4	6.3	i	5.0
O=C(CSc1nnc(CNC(=O)c2cccs2)o1)NC1CCCCC1	-0.47	1375	-2.9	27.0	-0.444	0.393	-0.221	0.142	-1.4%	-1.1%	i	-0.9	1248	2.9	1.7	7.5	i	-3.2
CN(Cc1ccccc1)C(=O)COc1ccc(-c2nnco2)cc1	0.76	1081	-11.6	-21.6	-1.13	-0.244	-0.894	1.48	-6.0%	-3.3%	i	4.1	504	2.5	2.5	9.3	i	12.2
CCOC(=O)c1cccc(NC(=O)CCc2ccccc2)c1	-0.15	1548	2.4	15.0	0.242	-0.284	0.421	0.0401	-1.2%	-0.8%	i	-0.1	1449	5.4	3.0	6.4	i	10.7
Next compounds:
SMILES	Insulin prom up	Insulin prom up cell count	WT yeast gro inh	WT yeast gro inh mutant strain	Dynein cargo inh	Dynein cargo inh cytoplasmic EGFP	Dynein cargo inh nuclear GR-EGFP	Dynein cargo inh cell count	AID2073	HIV peptide binding	Yfh1-off respiration	bCat nuc transl	bCat nuc transl cell count 5 µM	MT stabilizer	MT stabilizer Hoechst-high %	MT stabilizer cytotoxicity %	Autophagy HCS	Autophagy HCS cell loss 18 h
C=C(C)Cn1c(CCCNC(=O)C(C)(C)C)nc2ccccc21	nt	nt	1.6	-10.1	-0.547	-0.136	0.247	0.256	4.7%	-0.1%	i	-7.2	589	2.7	1.6	9.8	i	0.5
O=C(CCCn1cnc([N+](=O)[O-])n1)Nc1cccc(O)c1	1.32	1271	-16.4	9.8	-0.401	-0.168	-0.327	0.0106	12.8%	-1.0%	i	0.9	1008	2.0	1.6	10.1	i	6.4
COc1ccc(CN(C(=O)CSc2nnc(-c3ccccc3C)o2)c2ccc(F)cc2)cc1	nt	nt	15.1	-9.7	-0.287	0.164	-0.0761	-0.464	-3.7%	0.1%	i	12.3	113	5.1	2.5	6.5	i	-6.4
CC(C)(C)C1(C)OC(=O)C(=Cc2ccc(OCC(=O)Nc3ccccc3)cc2)C(=O)O1 (stereo not drawn)	-0.07	1274	-9.5	-6.2	-0.514	-0.241	-0.189	-0.125	5.3%	4.3%	i	-0.9	550	1.4	3.5	6.8	i	-9.0
COc1ccc(NC(=S)NCCNC(C)=O)cc1	-0.06	1526	3.4	8.0	-0.885	-0.262	-0.34	1.16	-7.3%	0.4%	i	0.7	962	3.4	2.9	2.2	i	11.4
Cc1cc(Nc2ccc(C(C)C)cc2)n2ncnc2n1	nt	nt	8.1	-6.7	-0.113	0.12	0.232	0.162	6.9%	0.3%	i	0.8	986	5.7	6.2	4.9	i	-12.5
COc1ccc(NC(=O)CC(=O)Nc2ccc(OC)cc2OC)c(OC)c1	-0.69	1353	-8.2	15.8	0.073	-0.273	0.0547	1.44	10.3%	-2.3%	i	nt	nt	2.6	2.0	9.0	i	-2.8
O=C1CCCN1CC(CN1CCOCC1)Sc1nc2ccccc2c(=O)n1-c1ccccc1 (stereo not drawn)	0.27	1042	1.8	1.4	nt	nt	nt	nt	0.7%	1.2%	nt	-4.7	949	nt	nt	nt	nt	nt
COc1ccc(CNC(=O)CCCc2ccccc2)cc1	0.13	1365	-4.8	23.1	-0.448	-0.291	-0.302	-0.139	0.2%	-0.1%	i	-0.2	967	3.0	2.5	3.7	i	-0.2
CC(C)CNC(=O)COC(=O)c1cc(S(=O)(=O)N(C)C)ccc1N1CCCC1	-0.3	1637	-0.8	-3.3	-0.591	-0.148	-0.288	0.549	-5.6%	-2.6%	i	-3.2	975	4.3	2.0	4.4	i	18.1
Cc1cc(C(=O)COC(=O)c2cccnc2Cl)c(C)n1-c1c(C)n(C)n(-c2ccccc2)c1=O	0.38	1423	0.4	-10.2	0.721	-0.117	0.391	0.337	-3.8%	-0.3%	i	-0.6	1091	1.7	2.2	8.1	i	-5.9
O=C(NCCc1ccc(Cl)cc1)/C(=C/c1cccnc1)NC(=O)c1ccccc1	nt	nt	5.8	-15.3	-0.221	-0.192	-0.0272	-0.00108	5.7%	-0.4%	i	-0.3	1191	3.1	2.4	8.3	i	-3.1
